# CBFb-RUNX1 inh: qHTS Assay for Compounds Blocking the Interaction Between CBF-beta and RUNX1 for the Treatment of Acute Myeloid Leukemia. Runt-related transcription factor 1 (Homo sapiens) + Core-binding factor subunit beta …. AlphaScreen CBFb-His/RUNX1-biotin binding, biochemical. Potency, µM (top dose mostly 59.8 µM), inactives show top-dose activity, negative = inhibition, actives largely listed as inhibitors. 230,000 tested, under 10 active; note: % of control where 0% means no effect
#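 Compounds were screened at multiple concentrations against a preformed CBF-beta(His)/RUNX1(biotin) complex (30 nM of each) for 15 min at room temperature, followed by 90 min with nickel and streptavidin beads and AlphaScreen reading.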
# GLA spleen mod: qHTS Assay for Inhibitors and Activators of Human alpha-Galactosidase From Spleen Homogenate; Alpha-galactosidase A (Homo sapiens), P06280; human spleen homogenate, 4MU-alpha-Gal fluorescence, 40 min; Potency, µM (top dose mostly 80 µM), without a hit: top-dose activity change, negative = inhibition, most hits filed as inhibitors; 240,000 tested, 0.008% active; AID 2107, 2009;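 note: potency is the fitted concentration of half-maximal effect; 0% = enzyme with vehicle and -100% = no enzyme basal signal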
#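 qHTS titration in buffer at pH 5.0. Alpha-galactosidase activity in spleen homogenate was measured via 4-methylumbelliferone release from 1 mM fluorogenic substrate after 40 min at 37C and a pH 10 stop. AC50 came from Hill fits of control-normalized data.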
# Tau FP inhib: qHTS for Inhibitors of Tau Fibril Formation, Fluorescence Polarization | 280,000 tested, 0.39% active | K18 P301L tau heparin fibrillization, Alexa594 FP, 6 h | Potency, µM (highest dose often 57.7 µM), without a hit: top-dose activity, negative = inhibition, usual class: inhibitors | Microtubule-associated protein tau (Homo sapiens), P10636; note: potency is the fitted concentration of half-maximal effect; % is set by controls: 0 for no effect and ±100 for the full control effect; nearly all actives have a fitted effect of over 55% in size
# Target sequence (P10636 561-689 P618L limits assumed): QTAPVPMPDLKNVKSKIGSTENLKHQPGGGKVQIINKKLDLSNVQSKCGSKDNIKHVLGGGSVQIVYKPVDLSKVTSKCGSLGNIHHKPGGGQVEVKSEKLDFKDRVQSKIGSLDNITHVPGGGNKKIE
#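 Steps: dispense K18 P301L tau (15 uM plus 0.24 uM Alexa 594 tracer, final) in pH 7 sodium acetate; add compound; add heparin (20 uM final); incubate 6 hr, 37 C; add ThT (30 uM final); after 1 hr ambient, read FP.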
# NPSR antagonist: qHTS Assay for Antagonists of the Neuropeptide S Receptor: cAMP Signal Transduction; Q6W5P4; CHO-NPSR cells, cAMP TR-FRET, antagonist mode; Potency, µM (top dose mostly 38.3 µM), for the others: at the top dose activity change, negative = inhibition, most hits filed as inhibitors; 220,000 tested, 1% active; note: potency is the fitted concentration of half-maximal effect; % is set by controls: 0 for no effect and ±100 for the full control effect; nearly all actives have a fitted effect of over 50% in size; many of its hits are not listed in these tables
# Target sequence (Q6W5P4 whole entry, looked up): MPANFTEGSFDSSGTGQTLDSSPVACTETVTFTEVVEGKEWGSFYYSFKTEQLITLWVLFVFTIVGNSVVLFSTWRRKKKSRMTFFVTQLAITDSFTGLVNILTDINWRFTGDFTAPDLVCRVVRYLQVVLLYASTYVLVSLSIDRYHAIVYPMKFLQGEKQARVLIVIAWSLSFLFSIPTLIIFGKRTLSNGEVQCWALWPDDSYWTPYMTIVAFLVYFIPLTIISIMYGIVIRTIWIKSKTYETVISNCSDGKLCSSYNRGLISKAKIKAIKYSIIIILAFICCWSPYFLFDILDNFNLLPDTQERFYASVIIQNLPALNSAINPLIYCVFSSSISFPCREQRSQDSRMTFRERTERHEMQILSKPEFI
# Tau fluor counter: Counterscreen qHTS for Inhibitors of Tau Fibril Formation, Fluorescence Polarization; tau K18 P301L Alexa594 fluorescence, heparin fibrillization; Potency, µM (titrated, usually from 57.7 µM), inactives show top-dose activity change, negative = decrease; 280,000 tested, 0.93% active; AID 1463, 2008; note: potency is the fitted concentration of half-maximal effect; % is set by controls: 0 for no effect and ±100 for the full control effect; nearly all actives have a fitted effect of over 55% in size
#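 Human tau K18 P301L (15 uM unlabeled, 0.24 uM Alexa 594-labeled) in 100 mM sodium acetate pH 7 with 20 uM heparin, 6 hr at 37 C. ThT 30 uM added, 1 hr ambient; Alexa 594 FP and total fluorescence read at 555/632 nm.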
# Epigenetic reg: Quantitative High-Throughput Screen for Regulators of Epigenetic Control; Potency, µM (top dose mostly 53.9 µM), for inactives: at the top dose GFP activation, actives largely listed as activators; murine LDR cells, GFP reporter derepression, 30 h; AID 1865, 2009; 280,000 tested, 0.2% active; note: potency is the fitted concentration of half-maximal effect; % of control where 0% means no effect; nearly all actives have a fitted effect of over 60% in size
#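 In this reporter-derepression format, murine cells bearing a silenced integrated CMV-GFP locus incubate with test compound (30 h, 37 C), then are washed and imaged; fluorescent objects of 20–120 um count as induced cells.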
# TRb-SRC2 inh: qHTS for Inhibitors of the Interaction of Thyroid Hormone Receptor and Steroid Receptor Coregulator 2 | Thyroid hormone receptor beta (Homo sapiens), P10828 | TRbeta-SRC2 peptide binding, fluorescence polarization; receptor liganded with 1 µM T3 | Potency, µM (titrated, usually from 106 µM), for inactives: at the top dose activity change, negative = inhibition, usual class: inhibitors | 280,000 tested, 0.065% active | AID 1469, 2008;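 note: potency is the fitted concentration of half-maximal effect; plate controls were bound peptide for no effect and peptide without receptor for full effect; nearly all actives have a fitted effect of over 50% in size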
# Target sequence (P10828 whole entry, looked up): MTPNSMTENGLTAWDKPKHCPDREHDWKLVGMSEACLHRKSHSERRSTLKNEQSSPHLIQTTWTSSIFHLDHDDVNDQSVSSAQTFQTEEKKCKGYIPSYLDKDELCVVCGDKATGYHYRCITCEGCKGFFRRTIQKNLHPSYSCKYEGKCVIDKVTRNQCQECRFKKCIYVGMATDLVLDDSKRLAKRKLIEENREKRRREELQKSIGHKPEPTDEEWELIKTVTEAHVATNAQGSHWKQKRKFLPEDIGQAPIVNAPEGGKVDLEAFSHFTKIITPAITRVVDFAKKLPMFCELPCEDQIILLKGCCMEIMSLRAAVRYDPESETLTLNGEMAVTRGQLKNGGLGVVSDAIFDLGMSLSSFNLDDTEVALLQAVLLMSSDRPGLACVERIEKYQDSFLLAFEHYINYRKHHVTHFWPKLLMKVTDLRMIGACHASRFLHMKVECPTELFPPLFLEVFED
#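 Each compound concentration gave % activity, normalized to unbound and bound Texas Red SRC2 controls, from polarization read after 5 hr ambient incubation with T3-loaded human TRb LBD.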
# TexasRed fluor: Total Fluorescence Counterscreen for Inhibitors of the Interaction of Thyroid Hormone Receptor and Steroid Receptor Coregulator 2; TRb/SRC2 Texas Red total fluorescence interference; Potency, µM (top dose mostly 106 µM), for inactives: at the top dose fluorescence change, negative = quenching; 280,000 tested, 0.29% active; active = well fitted curve in either direction with a large enough effect; inconclusive = small, poorly fitted or top-dose-only effect; note: potency is the fitted concentration of half-maximal effect; % is set by controls: 0 for no effect and ±100 for the full control effect
#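 Human TRb ligand-binding domain at 0.6 uM with 20 nM Texas Red SRC2 peptide in Tris buffer containing 1 uM T3 and 5% DMSO, incubated with compound 5 h at ambient temperature. Total fluorescence (555/632 nm) calculated as parallel + 2 × perpendicular.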
# * hit, by the source's call; ? = inconclusive; . = not tested or not shown; & = joins results of further samples; [ ] = another dose, or the depositor's remark. Unless noted, calls come from the whole dose curve; as a rule, active = well fitted curve in the direction sought with a large enough effect; inconclusive = small, poorly fitted or top-dose-only effect, or another doubt; inactive = no such curve, though single readings can be large; an effect the other way counts as inactive or inconclusive.
SMILES,CBFb-RUNX1 inh,GLA spleen mod,Tau FP inhib,NPSR antagonist,Tau fluor counter,Epigenetic reg,TRb-SRC2 inh,TexasRed fluor
O=C(N=Nc1c(O)[nH]c2ccccc12)c1cc(NS(=O)(=O)c2cccs2)cc(NS(=O)(=O)c2cccs2)c1,1%,-8%,?,3%,-19%,-5.4%,14%,-8%
CN(CC(=O)N1CCN(c2ccccn2)CC1)S(=O)(=O)c1ccc(Br)cc1,9%,13%,-2%,5%[46.1 µM],-3%,2.9%,5%,1%
O=C(CSc1nc2ccccc2c(=O)[nH]1)N1CCN(S(=O)(=O)c2ccccc2)CC1,1%,-5%,-5%,-9%[46.1 µM],-6%,-2.5%,5%,1%
CCc1nn2c(=O)cc(N3CCN(c4cc(C)nc5ccccc45)CC3)nc2s1,5%,6%,-3%,-13%[46.1 µM],-6%,1.4%,-11%,3%
CC(=O)C1=C(O)C(=O)N(CCCO)C1c1ccccc1 (stereo unspecified),3%,1%,-4%,-1%[46.1 µM],0%,-5.4%,8%,-2%
CN(C)S(=O)(=O)c1ccc(C(=O)NCCOc2ccc(F)cc2)cc1,5%,2%,1%,10%[46.1 µM],-14%,-5.3%,10%,0%
CC#CCN1c2ccccc2[C@]23C[C@@H](C(=O)OC)N(S(=O)(=O)c4ccc(OC)cc4)C2=NC(C(=O)OC)=C(C(=O)OC)[C@H]13,-5%[13.1 µM],7%[17.5 µM],6%[11.6 µM],.,-28%[11.6 µM],.,3%[11.2 µM],-2%[11.2 µM]
CCN1C(=O)/C(=C2\SC(=S)N(NC(=O)c3ccccc3O)C2=O)c2ccccc21,-12%,7%,?,-17%,20µM*[quencher],1.9%,1%,-5%
O=S(=O)(Nc1ccc(-c2nnc(SCc3ccc(Cl)cc3)o2)cc1)c1ccccc1,-10%,-14%,?,-20%,?,0.0%,2%,-18%
CC(C)(C)C(=O)Oc1cc(N)n(S(=O)(=O)c2ccccc2)n1,11%,6%,4%,-6%[46.1 µM],5%,-6.3%,-20%,1%
Cc1ccc2oc(C(=O)N(Cc3cccc(F)c3)C3CCS(=O)(=O)C3)c(C)c2c1 (stereo unspecified),.,.,-12%,.,-12%,0.8%,-4%,-5%
Cc1ccc(S(=O)(=O)N2CCCCC2)cc1NC(=O)COC(=O)C1=COCCO1,1%,1%,-3%,-7%,-10%,-0.3%,-6%,0%
Cc1cccc(NC(=O)C(C)N2C(=O)C3C4CC(C(Br)C4Br)C3C2=O)c1 (stereo unspecified),-19%,2%,-17%,-15%[46.1 µM],-25%,4.7%,6%,6%
O=C(CN1C(=O)C2CC=C(Cl)CC2C1=O)N1CCOCC1 (stereo unspecified),-3%,5%,3%,-15%[46.1 µM],2%,-2.4%,-2%,2%
O=C1CC(Nc2ccccc2)C(=O)N1CCc1ccccc1 (stereo unspecified),-1%,-1%,8%,13%[46.1 µM],-4%,-1.4%,2%,-3%
N/C(=N\OC(=O)N1c2ccccc2Sc2ccccc21)c1ccccc1,-20%,0%,14%,-31%,?,1.1%,1%,-26%
CCCCOc1ccc(C(=O)N2CCCC2)cc1,2%,3%,-2%,-12%[46.1 µM],-9%,1.9%,11%,0%
O=C(CSc1ncnc2sc3c(c12)CCCC3)c1ccccc1,3%,3%,-7%,-21%[46.1 µM],-7%,1.2%,13%,0%
Cc1cc(C)cc(NC(=O)N2c3ccccc3NC(=O)CC2C)c1 (stereo unspecified),2%,5%,-2%,1%[7.67 µM],-8%,-0.4%,-6%,1%
O=C1NC(=Nc2ccc(O)cc2)S/C1=C/c1ccco1,-22%,5%,-10%,-25%,?,3.0%,3%,-8%
Cc1cc(C)n2nc(C(=O)NCc3ccccc3)cc2n1,0%,5%,-9%,-27%[46.1 µM],-9%,-2.4%,-3%,2%
CN(Cc1ccccc1)C(=O)CSc1c2c(nc3ccc(Cl)cc13)CCCC2,.,.,2%,.,-8%,8.7%,-6%,1%
CC(=O)c1sc(-c2ccc(F)cc2F)nc1C,5%,-10%,-6%,2%,-11%,9.1%,-4%,1%
COc1ccc(-c2nc3scc(CCNC(=O)Cc4ccc(F)cc4)n3n2)cc1,.,.,-4%,.,-19%,-2.8%,0%,-1%
Nc1c(C(=O)O)cnc2nc(N3CCOCC3)nn12,-11%,3%,-2%,-47%,-6%,0.4%,11%,-1%
Cc1ccc(C(C)C)c(OCC(=O)Nc2ccc(O)c(-c3nc4cc(Cl)ccc4o3)c2)c1,.,.,6%,.,-4%,0.8%,-6%,-16%
COc1cc(CC(=O)O)ccc1O,6%&5%&21%,16%&5%&-8%,-1%&-9%&-9%,-6%[46.1 µM],-5%&1%&-5%,-1.1%&2.1%&1.0%,-6%&0%&3%,3%&-2%&1%
COC(=O)C1=C(C)NC(C)=C(C(=O)OC)C1c1ccccc1OCc1c(C)no[n+]1[O-],2%,-3%,-1%,-29%[46.1 µM],-15%,-0.7%,-9%,3%
COc1ccc(-c2nc(CSCC(=O)NCCc3ccc(OC)c(OC)c3)c(C)o2)cc1,.,.,10%,.,-10%,-0.3%,-1%,-6%
Cc1cccc(C(=O)Oc2ccc(/C=N/NC(=O)c3ccccc3O)cc2)c1,-3%,2%,7%,-50%,-7%,-0.9%,7%,-3%
COc1ccc(NC(=O)Cn2cnc3ccc(S(=O)(=O)N4CCC(C)CC4)cc3c2=O)c(OC)c1,.,.,-7%,.,?,-1.1%,6%,?
CCOc1ccc2c(c1)c(C(C)=O)c(C)n2-c1ccccc1,7%,-7%,-13%,?,-16%,-1.4%,-7%,2%
COc1ccc(/C=C/C(=O)Nc2nc(-c3cccs3)ns2)cc1,.,.,-7%,.,-6%,-3.2%,2%,3%
O=C(CCc1nnc(C2CCCCC2)o1)N1CCN(c2ccccc2F)CC1,5%,-8%,0%,-8%,4%,2.4%,-10%,-7%
CC(=O)N(C)c1ccc(NC(=O)c2ccccc2C(=O)O)cc1,2%,2%,3%,3%[46.1 µM],1%,-4.5%,-4%,-1%
CCc1ccccc1NC(=O)Nc1cccs1,-13%,-8%,9%,-3%,-22%,-0.4%,0%,1%
CC(OC(=O)c1cc(Cl)ccc1[N+](=O)[O-])C(=O)NC(C)c1ccc(F)cc1 (stereo unspecified),-2%,3%,11%,-3%,-10%,0.0%,3%,6%
CN(C)CCCN1C(=O)CSC1c1ccccc1 (stereo unspecified),6%,10%,0%,-4%[46.1 µM],3%,-0.8%,0%,3%
CSc1cc(-c2ccccc2)n(Cc2ccc(Cl)cc2Cl)c(=O)c1C#N,4%,2%,0%,-5%[46.1 µM],-2%,-3.1%,0%,0%
CN(C)C(=O)COC(=O)c1ccccc1Nc1ccc(SC(F)F)cc1,-5%,6%,2%,30%,2%,0.0%,-24%,1%
CC(C)Cc1nnc(NC(=O)CCC(=O)Nc2ccc(F)cc2)s1,5%,11%,4%,-6%[46.1 µM],-6%,-1.0%,4%,-1%
Cc1cccc(Cc2c(C)nc3c(C(=O)N4CCN(Cc5ccc6c(c5)OCO6)CC4)cnn3c2C)c1,-11%,-1%,12%,?,5%,?,4%,-2%
COC(=O)C(Cc1ccccc1)NC(=S)NC(=O)c1ccccc1 (stereo unspecified),?,?,-4%,-38%,-22%,0.0%,6%,2%
Clc1ccc(-c2nnc3ccccn23)cc1,-3%,-7%,12%,-7%[46.1 µM],8%,0.0%,-11%,2%
NS(=O)(=O)c1ccc(CCNC(=O)/C=C/c2ccccc2[N+](=O)[O-])cc1,9%,-2%,-3%,10%,-7%,1.1%,-2%,-3%
CC(C)(C)c1ccccc1NC(=O)CSc1nc(-c2cccs2)cc(C(F)(F)F)n1,.,.,0%,.,-21%,8.7%,-9%,3%
CC[n+]1oc(-c2ccccc2)cc1C,8%,-2%,8%,15%,1%,-2.6%,-1%,-1%
Cc1ccc(-c2cc(-c3ccc4c(c3)NC(=O)CO4)nc3c2COc2ccccc2-3)cc1,.,.,?,.,-18%,2.2%,1%,5%
Cc1ccc(NS(=O)(=O)c2cc(C(=O)N(C)C)ccc2C)cc1C,-2%,9%,3%,1%,1%,0.3%,7%,-2%
Cc1nnc(SCc2ccccc2)n(N)c1=O,3%,7%,-7%,0%,-2%,-1.1%,2%,-19%
O=C(Cn1cc(SCc2ccc(Cl)cc2)c2ccccc21)N1CCOCC1,-10%,-10%,1%&-8%,-6%,?,-0.1%&0.0%,-10%&5%,-2%&-1%
O=C(c1ccc2c(c1)C(=O)N(Cc1ccco1)C2=O)N1CCOCC1,-1%,-6%,0%,-8%[46.1 µM],-6%,-0.3%,3%,-1%
CC1CCCN(C(c2cccs2)c2nnnn2Cc2ccccc2)C1 (stereo unspecified),-2%,9%,-7%,?,-20%,1.5%,-8%,3%
O=C(Nc1ccc(Cl)c(S(=O)(=O)N2CCOCC2)c1)c1cn2ccccc2n1,13%,-3%,1%,1%,11%,-0.4%,2%,-5%
O=C(CCc1ccccc1)Nc1ncn[nH]1,-10%,1%,3%,-6%[46.1 µM],2%,1.0%,-1%,-1%

# Entries of single compounds as entered above. Order of values: CBFb-RUNX1 inh	GLA spleen mod	Tau FP inhib	NPSR antagonist	Tau fluor counter	Epigenetic reg	TRb-SRC2 inh	TexasRed fluor
# Shown for Cc1ccc(-c2cc(-c3ccc4c(c3)NC(=O)CO4)nc3c2COc2ccccc2-3)cc1 = .	.	?	.	-18%	2.2%	1%	5%
# Shown for Cc1ccc(NS(=O)(=O)c2cc(C(=O)N(C)C)ccc2C)cc1C = -2%	9%	3%	1%	1%	0.3%	7%	-2%

# The list is partial; count on the stated rates, not on these rows.
